ALOX15 inhib = 15-hLO (ALOX15) enzyme inhibition; P16050; purified 15hLO-1, xylenol orange hydroperoxide absorbance; Potency, µM (top dose mostly 57.1 µM), for the others: at the top dose activity change, negative = inhibition, most hits filed as inhibitors; 1.4% of 74,000 active; further: potency means the concentration at half of the fitted maximal effect; on the % scale 0 is the no-effect control and ±100 the full control effect; nearly all actives have a fitted effect of over 55% in size
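Inhibition is scored from a chromogenic endpoint. After 15 min enzyme-compound contact, arachidonic acid (50 uM final) reacts 6 min with 40 nM 15hLO-1 at room temperature, then Fe-XO reagent is added for 30 min and absorbance ratio recorded.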
Epigenetic mod = epigenetic modulators derepressing GFP locus in mouse cells; 0.09% of 68,000 active; Potency, µM (doses to about 46.1 µM), inactives show at the top dose GFP derepression (activation); AID 597; mouse C127i GFP locus derepression, cytometry, 30 h; further: % of control where 0% means no effect
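Murine C127i mammary cells carrying a silenced, stably integrated CMV-driven GFP reporter were treated with compound for 30 hours at 37 C. After PBS washes, GFP-positive cells were counted by laser-scanning microplate cytometry.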
UbGFP stabilizer = proteasome inhibitors stabilizing ubiquitin-GFP reporter. AID 526. 67,000 tested, under 10 active. Ubiquitin-GFP reporter cells, proteasome inhibition, GFP fluorescence; response scale: untreated = 0%, 10 µM MG-132 = 100%. Potency, µM (titrated, usually from 45.9 µM), for the others: top-dose activation (GFP accumulation), hits mostly activators; active means well fitted activation curve with a large enough effect, not every such curve was filed as active; inconclusive means small, poorly fitted or top-dose-only effect, or another doubt; inactive means no such curve, though single readings can be large or run the other way; further: potency means the concentration at half of the fitted maximal effect
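U2OS cells stably expressing ubiquitin(G76V)-GFP, seeded overnight in 0.5% FBS medium, were exposed to compounds (qHTS, 46 uM to 2.9 nM) for 4 hr at 37 °C. GFP-positive cells were counted by laser cytometry (488 ex/515 em), normalized between basal and 10 uM MG-132.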
Pol III holo inh = blocks replication by bacterial DNA polymerase III holoenzyme | AID 603 | 0.25% of 71,000 active | Potency, µM (top dose mostly 57.1 µM), inactives show top-dose activity change, negative = inhibition | reconstituted DNA polymerase III holoenzyme replication, biochemical; further: potency means the concentration at half of the fitted maximal effect; on the % scale 0 is the no-effect control and ±100 the full control effect
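Reconstituted *E. coli* holoenzyme (0.35 nM Pol III, 1 nM beta, 154 nM SSB, 2 nM primase) was preincubated with compound for 15 min at RT. Synthesis on 1.4 nM ssM13Gori ran 35 min, then was stopped with PicoGreen/EDTA and read as dsDNA fluorescence.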
BRCT PPI red = inhibitors of human BRCA1 BRCT-phosphoprotein interaction (red fluorophore); Potency, µM (doses to about 76.9 µM), inactives show top-dose activity change, negative = inhibition, usual class: inhibitors; 0.03% of 75,000 active; P38398; BRCT-phosphopeptide binding, red fluorescence polarization; further: on the % scale 0 is the no-effect control and ±100 the full control effect
Target sequence (P38398 whole entry, looked up): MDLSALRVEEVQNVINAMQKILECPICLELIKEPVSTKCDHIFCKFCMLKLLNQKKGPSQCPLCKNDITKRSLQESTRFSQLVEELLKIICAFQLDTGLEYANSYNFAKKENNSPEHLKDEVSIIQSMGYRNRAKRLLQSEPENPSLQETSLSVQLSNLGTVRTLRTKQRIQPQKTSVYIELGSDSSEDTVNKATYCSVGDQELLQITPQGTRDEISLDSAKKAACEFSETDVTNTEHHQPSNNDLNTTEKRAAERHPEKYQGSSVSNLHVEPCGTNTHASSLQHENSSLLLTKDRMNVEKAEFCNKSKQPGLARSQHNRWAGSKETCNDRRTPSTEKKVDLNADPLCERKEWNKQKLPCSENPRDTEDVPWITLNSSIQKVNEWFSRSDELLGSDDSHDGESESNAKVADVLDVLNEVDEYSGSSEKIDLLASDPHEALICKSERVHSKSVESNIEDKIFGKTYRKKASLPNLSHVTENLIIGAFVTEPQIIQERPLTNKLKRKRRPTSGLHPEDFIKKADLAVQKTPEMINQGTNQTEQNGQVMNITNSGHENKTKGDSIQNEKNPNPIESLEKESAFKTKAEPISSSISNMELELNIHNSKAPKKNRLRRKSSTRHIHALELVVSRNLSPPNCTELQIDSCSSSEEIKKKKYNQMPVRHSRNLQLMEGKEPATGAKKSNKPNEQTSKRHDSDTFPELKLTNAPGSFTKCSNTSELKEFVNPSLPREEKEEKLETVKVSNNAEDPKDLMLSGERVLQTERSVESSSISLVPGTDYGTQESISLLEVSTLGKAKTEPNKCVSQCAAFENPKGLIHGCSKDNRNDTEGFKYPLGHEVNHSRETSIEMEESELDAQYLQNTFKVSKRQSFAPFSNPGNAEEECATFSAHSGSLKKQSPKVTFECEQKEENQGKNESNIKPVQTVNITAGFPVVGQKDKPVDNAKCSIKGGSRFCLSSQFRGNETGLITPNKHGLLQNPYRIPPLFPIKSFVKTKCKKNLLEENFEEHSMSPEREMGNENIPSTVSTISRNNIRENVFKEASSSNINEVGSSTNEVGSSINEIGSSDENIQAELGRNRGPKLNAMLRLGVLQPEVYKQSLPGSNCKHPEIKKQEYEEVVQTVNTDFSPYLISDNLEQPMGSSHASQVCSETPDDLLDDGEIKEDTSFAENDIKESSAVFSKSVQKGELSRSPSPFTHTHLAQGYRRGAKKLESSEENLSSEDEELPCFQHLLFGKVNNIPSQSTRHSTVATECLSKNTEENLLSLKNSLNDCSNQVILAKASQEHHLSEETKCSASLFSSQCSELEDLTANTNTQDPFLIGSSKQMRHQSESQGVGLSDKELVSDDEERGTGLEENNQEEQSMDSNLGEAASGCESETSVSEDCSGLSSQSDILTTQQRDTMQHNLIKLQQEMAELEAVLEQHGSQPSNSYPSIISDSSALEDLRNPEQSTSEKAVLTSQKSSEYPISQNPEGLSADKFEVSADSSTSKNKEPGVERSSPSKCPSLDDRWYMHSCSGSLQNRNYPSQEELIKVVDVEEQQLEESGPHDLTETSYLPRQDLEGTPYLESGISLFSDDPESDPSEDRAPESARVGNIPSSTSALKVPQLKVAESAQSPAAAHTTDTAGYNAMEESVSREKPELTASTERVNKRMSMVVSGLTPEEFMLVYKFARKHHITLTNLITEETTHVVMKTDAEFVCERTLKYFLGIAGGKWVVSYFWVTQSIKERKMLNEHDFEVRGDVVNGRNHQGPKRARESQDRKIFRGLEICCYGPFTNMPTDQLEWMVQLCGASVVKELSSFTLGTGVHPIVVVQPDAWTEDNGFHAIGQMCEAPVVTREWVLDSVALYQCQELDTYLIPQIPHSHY
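Fluorescence polarization: 100 nM His-tagged BRCA1 BRCT with 100 nM TAMRA-labelled phospho-BACH1 decapeptide, phosphate buffer pH 7.3 with 150 mM NaCl, DTT, 0.01% Tween 20; 12 min RT. Binding inhibition seen as FP decrease.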
Hsp90 Hop PPI = changes Hsp90-Hop TPR2A binding signal, up or down | Potency, µM (titrated, usually from 57 µM), without a hit: at the top dose activity change, negative = inhibition | AlphaScreen TPR2A-His6 binding biotin-Hsp90 C-terminal peptide | 0.44% of 71,000 active; active means well fitted curve in either direction with a large enough effect; inconclusive means small, poorly fitted or top-dose-only effect, or another doubt; further: potency means the concentration at half of the fitted maximal effect; on the % scale 0 is the no-effect control and ±100 the full control effect; many of its hits are not listed in these tables
4MU fluor = compound fluoresces in the 4-MU spectral region. compound autofluorescence, 340/450 nm, 4-MU equivalents; stronger effect = higher value. max dye-equivalent concentration, M. 11% of 59,000 active. AID 589; in the data active means max dye-equivalent concentration above about 10 nM; inconclusive means mostly about 1.1 nM to 9.6 nM
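Intrinsic fluorescence at 340/450 nm (ex/em) was read after 15 min at room temperature in pH 8.0, 100 mM Tris. Each compound concentration expressed as 4-MU-equivalent concentration from a six-point 4-MU standard series on each plate.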
HBB splicing = hemoglobin beta splicing modulation; HBB splicing reporter cell assay, activation; EGFP reporter with mutant IVS2-654 intron; response scale: normalised to 500 nM splice-correcting PNA; Potency, µM (titrated, usually from 46.1 µM), for inactives: at the highest dose activation, actives largely listed as activators; 0.06% of 65,000 active; AID 925; further: potency means the concentration at half of the fitted maximal effect; 0% is about no effect
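Compounds were applied for 2 days to HeLa EGFP-654 cells, 500/well in Optimem with 2% FCS. The reporter's EGFP is disrupted by mis-splicing of beta-globin intron IVS2-654. Readout: summed well GFP fluorescence from 488 nm laser scanning; reference was 500 nM antisense […] 654 PNA.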
CRE-bla Fsk = alters forskolin-stimulated CRE reporter signaling in CHO cells. CHO CRE-bla reporter (cAMP response element driving beta-lactamase), forskolin EC10, beta-lactamase ratio. Potency, µM (doses to about 38.2 µM), for the others: top-dose activity change, negative = inhibition, hits mostly activators. 2.5% of 71,000 active. AID 662; active means well fitted activation curve with a large enough effect in the signal ratio, with a control signal flat, not every such curve was filed as active; inconclusive means small, poorly fitted or top-dose-only effect, or effect the other way, or a change in a side signal; the % refers to the signal ratio; further: potency means the concentration at half of the fitted maximal effect; % of control where 0% means no effect
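Modulation of forskolin-driven signalling is measured in CHO cells carrying a CRE-controlled beta-lactamase reporter. Cells are stimulated with EC10 NKH 477 in the presence of titrated compound for 3 h at 37 °C, then loaded with CCF4 for 2 h at room temperature.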
BRCT inh green = BRCA1 BRCT-phosphoprotein interaction inhibition; P38398; BRCA1 BRCT-phosphopeptide binding, green fluorescence polarization; Potency, µM (titrated, usually from 76.9 µM), without a hit: at the top dose activity change, negative = inhibition, most hits filed as inhibitors; 0.05% of 75,000 active; AID 875;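 further: potency means the concentration at half of the fitted maximal effect; plate controls were peptide without protein for full effect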
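Fluorescence polarization: His-tagged BRCT (~35 kDa BRCA1 C-terminus, 250 nM) bound to 100 nM fluorescein-labeled phosphorylated 10-aa BACH1 peptide, pH 7.3 phosphate buffer with DTT and Tween 20. Compounds incubated 12 min at room temperature; inhibition read as lowered polarization.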
A350 autofl = compounds fluorescent in Alexa 350 spectral region; 11% of 59,000 active; AID 590; Compound autofluorescence, 340/450 nm, Alexa 350 dye-equivalents; stronger effect = higher value; max dye-equivalent concentration, M; in the data active means max dye-equivalent concentration above about 10 nM; inconclusive means mostly about 1.1 nM to 9.6 nM
* marks the source's active call; other numbers are inactive results; i = inactive; ? = inconclusive; / = not tested or not shown; [ ] = dose if it differs, or a comment. Unless noted, the call rests on the fitted dose curve; in most records, active means well fitted curve in the direction sought with a large enough effect; inconclusive means small, poorly fitted or top-dose-only effect, or another doubt; inactive means no such curve, though single readings can be large; an effect the other way counts as inactive or inconclusive.

SMILES	ALOX15 inhib	Epigenetic mod	UbGFP stabilizer	Pol III holo inh	BRCT PPI red	Hsp90 Hop PPI	4MU fluor	HBB splicing	CRE-bla Fsk	BRCT inh green	A350 autofl
C[C@]12CC[C@@H]3c4ccc(O)cc4CC[C@H]3[C@@H]1CC[C@@H]2O	-14%	/	/	-4%	-1.7%	0%	/	-0.2%	-13%	-1.1%	/
COc1cc(C)nc(OCCNS(=O)(=O)c2cc(C)ccc2C)n1	-3%	2%	-7%	-8%	-0.6%	1%	i	-2.8%	-6%	-0.3%	i
Cc1ccc(S(=O)(=O)N2Cc3ccccc3CC2C(=O)Nc2cc(C)on2)cc1 (configuration not stated)	-2%	3%	-3%	0%	-1.3%	1%	1.3e-08M*	0.0%[57.5 µM]	-20%	-2.3%	1.6e-08M*
Cc1cccc(Nc2ccncc2S(=O)(=O)NC(=O)NC(C)C)c1	-3%	0%[20.6 µM]	-1%[20.5 µM]	-5%[25.6 µM]	-0.7%	0%[26 µM]	i	-0.3%[20.6 µM]	-4%[17.1 µM]	-0.6%[3.08 µM]	i
Clc1ccc(-n2ncc3c(NCC4CCCO4)ncnc32)cc1 (configuration not stated)	10%	/	-8%	2%	0.5%	3%	/	-1.0%	?	3.7%	/
COc1ccc(S(=O)(=O)NCc2cn3c(C)csc3n2)cc1F	0%	/	7%	-7%	-5.2%	-4%	/	-0.2%	-3%	-0.2%	/
O=C1CC(N2CCOCC2)C(=O)N1CCc1ccccc1 (configuration not stated)	6%	3%	-2%	-6%	-0.3%	-2%	i	/	11%	1.1%	i
COc1ccccc1N1CCN(CC(=O)c2c(C)[nH]c3ccccc23)CC1	-4%	-2%	0%	-2%	-2.8%	-1%	i	-1.2%[57.5 µM]	?	-0.4%	i
CCCOC(=O)NC1C(NC(=O)OCCC)N(C)C(=O)N1C (configuration not stated)	7%	0%	12%	-3%	1.6%	-2%	i	0.2%	-16%	-1.3%	i
COn1c(C)c(C(C)=O)c2c3nonc3ccc21	10%	2%	3%	0%	-0.4%	2%	4e-08M*	-3.2%[57.5 µM]	?	0.3%	5.4e-08M*
C/C(=N\O)c1ccc(N2C(=O)C3CC=C(Cl)CC3C2=O)cc1 (configuration not stated)	2%[11.4 µM]	-4%	0%[9.17 µM]	-4%[11.4 µM]	0.4%	-8%[11 µM]	/	0.5%[0.0738 µM]	?	-0.7%	/
COc1ccc(OC)c(Nc2nc(-c3sc(C)nc3C)cs2)c1	-13%	-3%	-12%	-4%	-1.7%	?	/	0.3%	?	0.8%	/
O=C(CSCc1ccc(F)cc1)NC1CCCC1	8%	1%	-8%	-15%	-0.8%	1%	i	-0.9%	3%	0.0%	i
COc1ccc(OC)c(NC(=O)CNC(=O)Cn2ccc3ccccc3c2=O)c1	5%	/	-8%	-16%	-0.4%	-1%	/	0.4%	2%	-0.4%	/
Cc1onc(-c2ccccc2)c1C(=O)Nc1sc2c(c1C(N)=O)CCC2	-20%	1%	6%	-4%	-0.3%	-11%	i	1.4%[57.5 µM]	?	2.7%	i
COc1cccc(/C=C/c2ccncc2)c1OC	-10%	0%	-3%	1%	-0.4%	-3%	i	-0.8%	9%	2.4%	i
Cc1cccc(CCNC(=O)CN(C)S(=O)(=O)c2ccc3c(c2)c(=O)n(C)c(=O)n3C)c1	-5%	/	-7%	4%	0.0%	-4%[2.3 µM]	/	0.0%	2%	-2.1%	/
COc1ccc(NC(=O)CSc2nc3c(cc2C#N)CN(C)CC3)cc1	?	-2%	4%	-8%	-1.6%	-3%	i	/	6%	-1.6%	?
Cc1occc1C(=O)NC(C)C1CCCO1 (configuration not stated)	9%	-2%	3%	-2%	-0.9%	1%	i	-0.3%	-2%	-1.1%	i
CCCCCCCCCCCCCCCC(=O)NC[C@@H](COP(=O)([O-])OCC[N+](C)(C)C)OCC	46%[activator]	-2%	-2%	-3%	-5.0%	-13%	i	0.5%	?	-3.2%	i
COC(=O)CSc1nnc(CNC(=O)c2ccco2)n1-c1ccc(F)cc1	1%	-1%	0%	-4%	0.4%	-2%	i	-0.7%	-28%	-1.2%	i
Nc1nnc(CSCc2ccccc2)s1	0%	3%	-4%	-2%	-0.8%	-1%	i	/	1%	-0.4%	i
CC1CCCCN1C(=O)Cc1ccc(Cl)cc1 (configuration not stated)	1%	-3%	4%	-2%	0.0%	0%	i	5.3%	-1%	-1.7%	i
O=S(=O)(NCC(O)COCc1ccco1)c1cccs1 (configuration not stated)	-16%	-3%	-3%	-13%	-8.0%	-9%	i	1.4%	?	-5.4%	i
COc1cc(Cl)c(C)cc1NC(=O)CSc1nc2ccccc2o1	-15%	5%	-1%	1%	-0.4%	-2%	i	-4.7%	5%	1.9%	i
CCOCCn1c(SCC)nc2c1c(=O)[nH]c(=O)n2C	1%	-3%	2%	2%	-1.0%	1%	i	/	8%	-1.4%	i
Cc1ccc(C(=O)N2c3ccc(F)cc3CCC2C)o1 (configuration not stated)	0%	0%	-2%	-5%	0.1%	-2%	i	2.5%	?	0.9%	i
Cc1ccc(N2CC(C(=O)Nc3cccnc3)CC2=O)cc1 (configuration not stated)	-6%	0%	3%	-3%	-0.9%	-3%	i	/	6%	-1.1%	i
O=C1CN(c2ccccc2Cl)C(=O)CN1c1ccccc1Cl	9%	0%	3%	-3%	-1.8%	1%	i	-0.3%	-9%	-3.1%	i
N[C@@H](C(=O)O)c1ccc(P(=O)(O)O)cc1	-6%[25.6 µM]	0%	-4%	-7%	0.4%	-1%	/	/	3%	-2.6%	/

An excerpt from above, showing only HBB splicing and Epigenetic mod.
mol | HBB splicing | Epigenetic mod
O=C1CN(c2ccccc2Cl)C(=O)CN1c1ccccc1Cl | -0.3% | 0%
N[C@@H](C(=O)O)c1ccc(P(=O)(O)O)cc1 | / | 0%

(cont.)
SMILES	ALOX15 inhib	Epigenetic mod	UbGFP stabilizer	Pol III holo inh	BRCT PPI red	Hsp90 Hop PPI	4MU fluor	HBB splicing	CRE-bla Fsk	BRCT inh green	A350 autofl
COc1cc(NS(=O)(=O)c2ccc(NC(C)=O)cc2)cc(OC)c1	0%	-3%	12%	-6%	0.4%	-1%	i	-1.4%	?	-0.5%	i
COC(=O)C1=C(C)Nc2nc(-c3ccccc3)nn2C1c1ccc(C)o1 (configuration not stated)	-15%	0%	-9%	-2%	-0.4%	?	/	0.7%	13µM*	-0.7%	/
COc1ccc(-c2cc(C(=O)N3CCCc4ccccc43)no2)cc1OC	-12%	0%	4%	1%	-0.4%	1%	i	-1.6%	?	1.1%	i
O=C1c2ccccc2C(=O)N1CCc1ccccn1	-1%	0%	2%	1%	0.6%	1%	i	-1.7%	-5%	0.1%	i
COc1ccc(CNC(=O)Cn2nc(-c3ccc4c(c3)OCCO4)ccc2=O)cc1	3%	-1%	-4%	-3%	0.4%	0%	1.6e-07M*	/	-7%	-0.1%	1.3e-07M*
O=C(c1cnccn1)N(c1ccccc1)C1(C(=O)NC2CCCCC2)CCCCC1	1%	-1%	-6%	-3%	-1.8%	-5%	i	-2.0%	?	-1.8%	i
CCOC(=O)c1ccccc1NC(=O)c1cn(CC)c2nc(C)ccc2c1=O	8%	0%	/	-2%	1.1%	-2%	i	1.4%[0.369 µM]	?	-0.9%	i
Cc1cc2c(c(SCC(=O)N(C)c3ccccc3)n1)C(=O)OC2	-2%	0%	4%	-3%	0.6%	?	i	-0.1%	4%	-0.7%	i
CCCCCCc1c(O)nc(SCC(=O)O)[nH]c1=O	19%	/	2%	1%	0.3%	3%	/	-0.3%	-5%	0.8%	/
CCC/C=C(\CCC)C(NS(=O)(=O)c1ccccc1)c1ccc(C(F)(F)F)cc1 (configuration not stated)	/	/	/	2%	-1.2%	?	/	0.3%	2µM*	3.3%	/
O=C(c1cc(-c2ccco2)on1)N1CCc2ccccc2C1	16µM*	2%	-5%	0%	0.4%	-14%	i	-0.1%	?	2.6%	i
O=S(=O)(NCCSc1nnnn1-c1ccccc1)c1cccs1	2%	-2%	-1%	-1%	-2.0%	-6%	i	5.4%	5%	0.4%	i
COc1ccccc1NC(=O)c1ccc(CN2CCOCC2)cc1	-1%	2%	3%	-1%	-0.5%	0%	/	5.2%	6%	-1.9%	/

Screens from PubChem BioAssay.
